MT1-MMP act inh = inhibitors of human MT1-MMP activation. P50281. HT1080 RFP-PRO-GFP cells, GFP/RFP ratio fluorescence, overnight; percent of plate control window, DMSO zero. GFP/RFP ratio change, % at 20 µM. 360,000 tested, 0.061% active;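 active = GFP/RFP ratio change of at least 30% with cell ATP level not reduced by more than half and red fluorescence within 50% of control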; note: strong numbers were not always called active
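Material – HT1080 RFP-PRO-GFP cells · Control set – DMSO wells and RFP-L50D-GFP cells · Incubation – overnight cell settling, then overnight compound exposure, 37 °C, 5% CO2 · Compound dosing – single-point 20 µM compound, 1% DMSO · Read-out – GFP/RFP fluorescence ratio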
CSN deneddyl inh = inhibitors of human CSN-mediated cullin deneddylation. Q92905. inhibition, % at 12.5 µM. 360,000 tested, 0.38% active. Purified CSN, SCF-Nedd8-OG deneddylation, fluorescence polarization;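 active = pattern-corrected inhibition above about 35%, with an unprinted fluorescence ratio check between 0.5 and 1.5, limit read from the data, passing the limit was not always enough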;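 note: 0% = enzyme with substrate and 100% = substrate without enzyme; some results filed as inactive read as strong as hits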
Target sequence (Q92905 whole entry, looked up, one chain of several): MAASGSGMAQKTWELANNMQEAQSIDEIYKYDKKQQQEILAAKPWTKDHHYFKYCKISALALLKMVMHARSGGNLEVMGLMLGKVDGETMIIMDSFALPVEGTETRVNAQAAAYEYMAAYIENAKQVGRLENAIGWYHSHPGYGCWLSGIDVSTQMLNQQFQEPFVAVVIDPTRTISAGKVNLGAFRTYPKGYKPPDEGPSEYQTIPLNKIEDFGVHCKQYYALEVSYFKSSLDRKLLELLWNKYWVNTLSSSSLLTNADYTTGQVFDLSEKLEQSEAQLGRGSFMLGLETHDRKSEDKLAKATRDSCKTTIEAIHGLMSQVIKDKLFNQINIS
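Assay system: Purified human Csn5 enzyme expressed in HEK293T cells | Amount: Enzyme 0.24 nM | Measured by: Fluorescence polarization readout | Medium: Tris/NaCl/DTT buffer, pH 7.5 | Compound dosing: One concentration, 12.5 µM, 0.25% DMSO | Times: 90 min incubation of compound, enzyme and substrate at room temperature | Control set: no-enzyme wells high, enzyme-with-substrate wells low | Read-out: % inhibition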
Neddyl block = blocks human cullin neddylation; P61081+Q13564; TR-FRET cullin neddylation, biochemical; calls only at 25 µM; 360,000 tested, 0.58% active; AID 651699; in the data active = inhibition above about 36%
FAS TE block = blocks the thioesterase domain of human fatty acid synthase | P49327 | recombinant FAS-TE, OMFH fluorogenic substrate, fluorescence endpoint | inhibition, % at 15 µM | 360,000 tested, 0.67% active | AID 602261;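 active = compounds whose normalised, plate-corrected inhibition of enzyme fluorescence in the single-dose primary screen is 50% or more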;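 note: 0% = DMSO with enzyme and 100% = substrate without enzyme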
MLLE-PAM2 inh = inhibitors of microRNA-mediated deadenylation, human PABP1 MLLE binding; GST-MLLE / FITC-PAM2 fluorescence polarization; inhibition, % at 20 µM; 360,000 tested, 0.36% active; in the data active = inhibition above about 35%, passing the limit was not always enough;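 note: plate controls were DMSO wells with GST-MLLE for no effect and wells lacking GST-MLLE protein for full effect; some results filed as inactive read as strong as hits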
Target sequence (P11940 whole entry, looked up): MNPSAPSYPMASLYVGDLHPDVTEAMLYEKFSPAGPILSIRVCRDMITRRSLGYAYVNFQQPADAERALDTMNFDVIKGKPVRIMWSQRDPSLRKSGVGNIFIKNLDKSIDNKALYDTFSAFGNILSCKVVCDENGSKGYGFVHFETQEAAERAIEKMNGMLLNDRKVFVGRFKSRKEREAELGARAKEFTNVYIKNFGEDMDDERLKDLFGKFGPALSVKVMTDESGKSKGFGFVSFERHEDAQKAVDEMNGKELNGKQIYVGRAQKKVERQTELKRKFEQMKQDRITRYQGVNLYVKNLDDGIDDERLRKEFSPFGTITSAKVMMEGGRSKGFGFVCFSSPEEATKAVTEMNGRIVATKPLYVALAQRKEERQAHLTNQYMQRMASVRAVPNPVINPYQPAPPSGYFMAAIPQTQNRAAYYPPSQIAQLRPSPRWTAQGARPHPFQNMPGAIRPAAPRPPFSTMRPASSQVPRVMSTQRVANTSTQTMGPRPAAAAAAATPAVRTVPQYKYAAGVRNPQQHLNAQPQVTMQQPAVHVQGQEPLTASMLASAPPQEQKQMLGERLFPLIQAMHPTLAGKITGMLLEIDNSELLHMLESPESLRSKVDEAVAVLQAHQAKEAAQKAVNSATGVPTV
Rin1-Abl PPI inh = inhibitors of human Rin1-Abl protein interaction; P00519+Q13671; TR-FRET Rin1/Abl binding, biochemical; inhibition, % at 7.35 µM; 360,000 tested, 0.4% active; AID 588664; in the data active = inhibition above about 5%, passing the limit was not always enough
Rpn11 block = Rpn11 (human) deubiquitinase inhibition; human 26S proteasome, Ub4-pepOG fluorescence polarization; 20S core pre-blocked with epoxomicin; O00487; calls only at 20 µM; AID 588493; 360,000 tested, 0.59% active;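 active = inhibition at 20 µM, scaled to each plate's controls, above about 33%, limit read from the data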
SKN-1 block = inhibitors of C. elegans SKN-1; C. elegans VP596 Pgst-4::GFP/RFP ratio, acrylamide-induced, 24 h; inhibition, % at 21.8 µM; 360,000 tested, 0.49% active; AID 624304;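 active = interference check ratio from 0.5 to 1.5 plus GFP to RFP signal ratio inhibition reaching or exceeding a fixed threshold, cut at about 30% in these data, passing the limit was not always enough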; note: some compounds called inactive have numbers as strong as hits
NadD inh = blocks S. aureus nicotinate mononucleotide adenylyltransferase | purified NadD enzyme, colorimetric absorbance read-out | AID 602399 | 360,000 tested, 0.78% active | inhibition, % at 20 µM; in the data active = inhibition above about 26%; note: some compounds past the cut are filed as inactive
* hit, by the source's call. An unsorted share of the library; any-hit rate near 3.9%.

What do the screens show for `Cc1nc(SCCC(=O)O)c2cc(-c3ccccc3)sc2n1`?
MT1-MMP act inh: 1; CSN deneddyl inh: -4; Neddyl block: inactive; FAS TE block: -3; MLLE-PAM2 inh: -12; Rin1-Abl PPI inh: 0; Rpn11 block: inactive; SKN-1 block: 5; NadD inh: 0

What do the screens show for `O=C(NC(Cc1ccccc1)C(=O)NCc1ccccn1)c1ccco1` (stereo not drawn)?
MT1-MMP act inh: 5; CSN deneddyl inh: 2; Neddyl block: inactive; FAS TE block: -11; MLLE-PAM2 inh: 8; Rin1-Abl PPI inh: 0; Rpn11 block: inactive; SKN-1 block: 21; NadD inh: -7

What do the screens show for `Cc1ccc(CNC(=O)CCS(=O)(=O)c2ccc(Br)s2)cc1`?
MT1-MMP act inh: -2; CSN deneddyl inh: -2; Neddyl block: inactive; FAS TE block: -1; MLLE-PAM2 inh: 4; Rin1-Abl PPI inh: 2; Rpn11 block: inactive; SKN-1 block: -7; NadD inh: -5

How did Cc1ccc(NC(=O)c2cc([N+](=O)[O-])ccc2Cl)c(O)c1 do in these assays?
MT1-MMP act inh: -5; CSN deneddyl inh: 0; Neddyl block: inactive; FAS TE block: 43; MLLE-PAM2 inh: -3; Rin1-Abl PPI inh: 0; Rpn11 block: inactive; SKN-1 block: -4; NadD inh: -2

How did COCc1cc(=O)n2[nH]cc(-c3ccsc3)c2n1 do in these assays?
MT1-MMP act inh: -1; CSN deneddyl inh: 2; FAS TE block: -6; MLLE-PAM2 inh: -4; Rin1-Abl PPI inh: 2; Rpn11 block: inactive; SKN-1 block: -10; NadD inh: -2

How did CCCn1cnc2cc(NCc3ccccc3O)ccc21 do in these assays?
MT1-MMP act inh: 1; CSN deneddyl inh: -2; Neddyl block: inactive; FAS TE block: -1; MLLE-PAM2 inh: 8; Rin1-Abl PPI inh: 1; Rpn11 block: inactive; SKN-1 block: 0; NadD inh: -7

Results for COc1ccccc1-c1nnc2sc(-c3ccc(N(C)C)cc3)nn12 ?
MT1-MMP act inh: 9; CSN deneddyl inh: 3; FAS TE block: 4; MLLE-PAM2 inh: 6; Rin1-Abl PPI inh: -5; Rpn11 block: inactive; SKN-1 block: 12; NadD inh: -2

How did COc1ccc(NC(=O)COc2ccccc2)c(OC)c1 do in these assays?
MT1-MMP act inh: -1; CSN deneddyl inh: 0; Neddyl block: inactive; FAS TE block: -1; MLLE-PAM2 inh: -7; Rin1-Abl PPI inh: 0; Rpn11 block: inactive; SKN-1 block: 5; NadD inh: -10

What do the screens show for `CC(C)C[C@H](NC(=O)C1CCC(CNC(=O)[C@@H]2CCCN2C(=O)OC(C)(C)C)CC1)C(=O)O` (stereo partly drawn)?
MT1-MMP act inh: 5; CSN deneddyl inh: 3; Neddyl block: inactive; FAS TE block: 0; MLLE-PAM2 inh: 8; Rin1-Abl PPI inh: 1; Rpn11 block: inactive; SKN-1 block: -12; NadD inh: -3

How did CCC(=O)Nc1sc(C(=O)Nc2ccccc2)c(C)c1C(=O)OC do in these assays?
MT1-MMP act inh: 1; CSN deneddyl inh: -4; Neddyl block: inactive; FAS TE block: 14; MLLE-PAM2 inh: 17; Rin1-Abl PPI inh: 1; Rpn11 block: inactive; SKN-1 block: 8; NadD inh: -5

Results for COc1ccc(-c2cc(-c3ccc(Br)cc3)nc3ncnn23)cc1OC ?
MT1-MMP act inh: 0; CSN deneddyl inh: 6; Neddyl block: inactive; FAS TE block: 2; MLLE-PAM2 inh: -4; Rin1-Abl PPI inh: 0; Rpn11 block: inactive; SKN-1 block: -16; NadD inh: -6

What do the screens show for `Cn1c(=O)c2c(ncn2CC(=O)N/N=C/c2ccc(Br)s2)n(C)c1=O`?
MT1-MMP act inh: -7; CSN deneddyl inh: -5; Neddyl block: inactive; FAS TE block: 3; MLLE-PAM2 inh: 4; Rin1-Abl PPI inh: 1; Rpn11 block: inactive; SKN-1 block: 9; NadD inh: -5

Results for O=C(CSc1nc(C2CC2)nc2ccccc12)Nc1ccc2c(c1)OCCO2 ?
MT1-MMP act inh: -3; CSN deneddyl inh: 2; Neddyl block: inactive; FAS TE block: 8; MLLE-PAM2 inh: 27; Rin1-Abl PPI inh: -4; Rpn11 block: inactive; SKN-1 block: -3; NadD inh: 3

What do the screens show for `Cc1noc(C)c1S(=O)(=O)N(CC(=O)NCc1ccc(F)cc1)c1ccc(C(C)C)cc1`?
MT1-MMP act inh: -7; CSN deneddyl inh: -1; Neddyl block: inactive; FAS TE block: 17; MLLE-PAM2 inh: 0; Rin1-Abl PPI inh: 0; Rpn11 block: inactive; SKN-1 block: -5; NadD inh: -6

What do the screens show for `CC(C)c1ccc(N(C(=O)c2snc(C(N)=O)c2N)C(C(=O)NC2CCCC2)c2ccncc2)cc1` (stereo not drawn)?
MT1-MMP act inh: 1; CSN deneddyl inh: 0; Neddyl block: inactive; FAS TE block: 4; MLLE-PAM2 inh: -1; Rin1-Abl PPI inh: -1; Rpn11 block: inactive; SKN-1 block: 12; NadD inh: 17

What do the screens show for `COC(=O)C1CN(C(=O)C(C)Oc2ccc(F)cc2)c2ccccc2O1` (stereo not drawn)?
MT1-MMP act inh: -4; CSN deneddyl inh: 0; Neddyl block: inactive; FAS TE block: -3; MLLE-PAM2 inh: -6; Rin1-Abl PPI inh: 1; Rpn11 block: inactive; SKN-1 block: 3; NadD inh: -8

How did CC(C)(C)c1ccc(NC(=O)COC(=O)CCc2nc3ccccc3c(=O)[nH]2)cc1 do in these assays?
MT1-MMP act inh: -14; CSN deneddyl inh: -1; Neddyl block: inactive; FAS TE block: 5; MLLE-PAM2 inh: -3; Rin1-Abl PPI inh: 2; Rpn11 block: inactive; SKN-1 block: 0; NadD inh: 1

What do the screens show for `c1csc(-c2nc(NCCCN3CCOCC3)c3ccccc3n2)c1`?
MT1-MMP act inh: 6; CSN deneddyl inh: -4; Neddyl block: inactive; FAS TE block: -3; MLLE-PAM2 inh: -5; Rin1-Abl PPI inh: -2; Rpn11 block: inactive; SKN-1 block: 13; NadD inh: -7

Results for O=C(Nc1ccc(C(=O)c2ccccc2)cc1)c1ccccc1 ?
MT1-MMP act inh: 10; CSN deneddyl inh: 0; Neddyl block: inactive; FAS TE block: 16; MLLE-PAM2 inh: 4; Rin1-Abl PPI inh: -1; Rpn11 block: inactive; SKN-1 block: 24; NadD inh: -5

Results for Cc1ccc(NC(=O)COc2coc(CN3CCc4ccccc43)cc2=O)cc1Cl ?
MT1-MMP act inh: 0; CSN deneddyl inh: -2; Neddyl block: inactive; FAS TE block: -2; MLLE-PAM2 inh: -15; Rin1-Abl PPI inh: 0; Rpn11 block: inactive; SKN-1 block: -7; NadD inh: 8

Results for CC1CCCCC1NC(=O)CCc1nc2sc3c(c2c(=O)[nH]1)CCCC3 (stereo not drawn) ?
MT1-MMP act inh: -5; CSN deneddyl inh: 5; Neddyl block: inactive; FAS TE block: 5; MLLE-PAM2 inh: -31; Rin1-Abl PPI inh: 3; Rpn11 block: inactive; SKN-1 block: 5; NadD inh: 5

What do the screens show for `Cc1ccc(C(=O)NCc2ccco2)cc1S(=O)(=O)Nc1cccc(Cl)c1`?
MT1-MMP act inh: 3; CSN deneddyl inh: 5; Neddyl block: inactive; FAS TE block: 5; MLLE-PAM2 inh: -8; Rin1-Abl PPI inh: -3; Rpn11 block: inactive; SKN-1 block: -5; NadD inh: 3

What do the screens show for `N#CC1=C2Nc3ccccc3N2C(=O)NC1(c1ccccc1)C(F)(F)F` (stereo not drawn)?
MT1-MMP act inh: 6; CSN deneddyl inh: -1; Neddyl block: inactive; FAS TE block: -8; MLLE-PAM2 inh: 0; Rin1-Abl PPI inh: 1; Rpn11 block: inactive; SKN-1 block: -16; NadD inh: 6

How did C/C(Cn1cnc([N+](=O)[O-])n1)=N\NC(=O)c1cccc(F)c1 do in these assays?
MT1-MMP act inh: 3; CSN deneddyl inh: 0; Neddyl block: inactive; FAS TE block: -3; MLLE-PAM2 inh: 3; Rin1-Abl PPI inh: -4; Rpn11 block: inactive; SKN-1 block: 13; NadD inh: -6

Results for Cc1ccc2[nH]c(=O)c(COC(=O)c3cccs3)cc2c1 ?
MT1-MMP act inh: 2; CSN deneddyl inh: 4; Neddyl block: inactive; FAS TE block: -12; MLLE-PAM2 inh: -5; Rin1-Abl PPI inh: -4; Rpn11 block: inactive; SKN-1 block: 7; NadD inh: 4

How did Cn1nc(CC(=O)NCc2ccc(F)cc2)c2ccccc2c1=O do in these assays?
MT1-MMP act inh: -6; CSN deneddyl inh: 1; Neddyl block: inactive; FAS TE block: -3; MLLE-PAM2 inh: -5; Rin1-Abl PPI inh: 0; Rpn11 block: inactive; SKN-1 block: -4; NadD inh: 1

How did Cc1nonc1NC(=O)CSc1ccccn1 do in these assays?
MT1-MMP act inh: 0; CSN deneddyl inh: 1; Neddyl block: inactive; FAS TE block: -6; MLLE-PAM2 inh: -4; Rin1-Abl PPI inh: 1; Rpn11 block: inactive; SKN-1 block: 1; NadD inh: -7

How did Cc1[nH]n(-c2cccc(Cl)c2)c(=O)c1C=NCc1ccco1 do in these assays?
MT1-MMP act inh: 2; CSN deneddyl inh: 2; Neddyl block: inactive; FAS TE block: -5; MLLE-PAM2 inh: -3; Rin1-Abl PPI inh: 1; Rpn11 block: inactive; SKN-1 block: -1; NadD inh: -6

Results for Cc1cc(C)n(-c2ccc(C(=O)Nc3cccc(S(=O)(=O)N4CCCC4)c3)cc2)n1 ?
MT1-MMP act inh: 0; CSN deneddyl inh: 5; Neddyl block: inactive; FAS TE block: 4; MLLE-PAM2 inh: 2; Rin1-Abl PPI inh: 6; Rpn11 block: inactive; SKN-1 block: 6; NadD inh: -2

Results for O=C(c1ccccc1NS(=O)(=O)c1cccc(C(F)(F)F)c1)N1CCc2ccccc21 ?
MT1-MMP act inh: -3; CSN deneddyl inh: -1; Neddyl block: inactive; FAS TE block: -4; MLLE-PAM2 inh: -1; Rin1-Abl PPI inh: -4; Rpn11 block: inactive; SKN-1 block: 5; NadD inh: 5

What do the screens show for `CCC1(O)CCCC2C3CCC4CC(=O)CCC4(C)C3C(=O)CC21C` (stereo not drawn)?
MT1-MMP act inh: 1; CSN deneddyl inh: -1; Neddyl block: inactive; FAS TE block: -8; MLLE-PAM2 inh: 4; Rin1-Abl PPI inh: -1; Rpn11 block: inactive; SKN-1 block: -1; NadD inh: -2

Results for N#C/C(=C/c1ccc(N2CCCCC2)o1)C(=O)Nc1ccc(Cl)cc1 ?
MT1-MMP act inh: -226; CSN deneddyl inh: 100; Neddyl block: inactive; FAS TE block: -89; MLLE-PAM2 inh: -112; Rin1-Abl PPI inh: 0; SKN-1 block: 35; NadD inh: -3

How did Cc1cc(=O)[nH]c(SCC(=O)OCc2ccccc2)c1C#N do in these assays?
MT1-MMP act inh: 3; CSN deneddyl inh: -3; Neddyl block: inactive; FAS TE block: 3; MLLE-PAM2 inh: 6; Rin1-Abl PPI inh: 5; Rpn11 block: inactive; SKN-1 block: 13; NadD inh: -2

Assay outcomes: PubChem, several laboratories
